PREPL inhibitor – human PREPL enzyme inhibition | Q4J6C6 | recombinant PREPL, fluorescence polarization activity-based probe | inhibition, % at 5.96 µM | 320,000 compounds, 0.68% hits | AID 2751; in the data active = inhibition above about 43%;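 also: 0% = enzyme with DMSO and 100% = wells lacking enzyme; many of its hits are not listed in these tables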
pPAFAH inh – inhibitors of human plasma PAF acetylhydrolase (pPAFAH); AID 463082; 330,000 compounds, 1.5% hits; Q13093; recombinant pPAFAH, FP-rhodamine probe fluorescence polarization; inhibition, % at 3.39 µM;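 active = inhibition above the mean inhibition across the screen plus 3 SD, cut at about 25% in these data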;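 also: inhibitors block binding of the rhodamine activity-based probe so polarization drops; 0% = enzyme with DMSO and 100% = wells lacking pPAFAH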
PAFAH2 FP inh – PAFAH2 (human) inhibition | recombinant PAFAH2, FP-rhodamine activity probe, fluorescence polarization | inhibition, % at 3.39 µM | AID 492956 | Q99487 | 340,000 compounds, 0.99% hits;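 active = inhibition above the mean over all tested compounds plus 3 SD, cut at about 30% in these data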;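 also: inhibitors block probe labeling of enzyme so polarization drops; 0% = enzyme with DMSO and 100% = wells lacking PAFAH2 protein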
LYPLA2 inh – counter-screen for PME1 inhibitors: inhibitors of human LYPLA2 | O95372 | recombinant LYPLA2, FP-Rh probe fluorescence polarization | inhibition, % at 5.9 µM | 320,000 compounds, 0.38% hits | AID 2177;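 active = inhibition above the screen-wide mean plus 3 SD, limit set per campaign, cut at about 26% in these data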;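 also: 0% = LYPLA2 with DMSO and 100% = wells lacking LYPLA2 enzyme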
PAD4 inh – inhibitors of human PAD4; inhibition, % at 6.36 µM; 330,000 compounds, 0.41% hits; Q9UM07; recombinant PAD4, RCA probe fluorescence polarization;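 active = percent inhibition above a cutoff equal to the mean of all tested compounds plus 3 SD, cut at about 15% in these data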;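 also: 0% = PAD4 with RCA probe and DMSO and 100% = probe without PAD4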
Target sequence (Q9UM07 whole entry, looked up): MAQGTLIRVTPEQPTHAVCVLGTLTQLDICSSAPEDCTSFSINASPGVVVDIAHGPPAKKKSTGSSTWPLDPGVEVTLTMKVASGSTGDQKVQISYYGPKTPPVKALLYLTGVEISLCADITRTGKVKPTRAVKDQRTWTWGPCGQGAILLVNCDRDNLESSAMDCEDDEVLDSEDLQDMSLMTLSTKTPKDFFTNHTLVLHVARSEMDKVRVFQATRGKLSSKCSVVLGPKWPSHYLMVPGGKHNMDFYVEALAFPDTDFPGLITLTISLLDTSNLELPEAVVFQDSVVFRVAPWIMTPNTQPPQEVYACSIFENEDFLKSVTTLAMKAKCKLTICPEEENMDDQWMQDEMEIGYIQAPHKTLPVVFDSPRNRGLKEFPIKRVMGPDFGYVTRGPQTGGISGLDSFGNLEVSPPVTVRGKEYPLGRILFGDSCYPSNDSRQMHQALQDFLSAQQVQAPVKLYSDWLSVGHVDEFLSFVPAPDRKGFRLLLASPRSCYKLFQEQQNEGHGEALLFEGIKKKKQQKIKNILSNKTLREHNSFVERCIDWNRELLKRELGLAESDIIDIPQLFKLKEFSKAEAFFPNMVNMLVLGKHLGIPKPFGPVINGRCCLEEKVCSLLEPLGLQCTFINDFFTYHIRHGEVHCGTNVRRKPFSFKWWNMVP
PAFAH1B2 FP inh – PAFAH1B2 (human) inhibition | P68402 | recombinant PAFAH1B2, FP-rhodamine activity probe, fluorescence polarization | inhibition, % at 3.39 µM | 340,000 compounds, 1.2% hits;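 active = inhibition above the mean of all tested compounds plus 3 SD, cut at about 24% in these data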;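 also: 0% = enzyme with DMSO and 100% = wells lacking PAFAH1B2; many of its hits are not listed in these tables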
Target sequence (P68402 whole entry, looked up): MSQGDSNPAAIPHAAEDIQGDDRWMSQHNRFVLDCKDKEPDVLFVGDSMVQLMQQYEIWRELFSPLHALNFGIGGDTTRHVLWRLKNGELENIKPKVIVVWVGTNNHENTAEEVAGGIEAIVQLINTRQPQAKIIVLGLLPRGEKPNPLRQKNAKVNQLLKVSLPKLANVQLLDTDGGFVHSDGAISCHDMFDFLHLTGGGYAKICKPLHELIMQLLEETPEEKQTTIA
GSTO1 counter – GSTO1 inhibition, counter-screen for RBBP9 inhibitors | recombinant GSTO1, activity-based probe fluorescence polarization | inhibition, % at 5.96 µM | 300,000 compounds, 1.1% hits;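 active = inhibition above the campaign mean inhibition plus 3 SD, cut at about 35% in these data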;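 also: 0% = GSTO1-1 with DMSO and 100% = wells lacking GSTO1-1 enzyme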
LYPLA1 counter – blocks human lysophospholipase 1, a PME1 counter-screen; recombinant LYPLA1, FP-Rh probe fluorescence polarization; inhibition, % at 5.9 µM; 320,000 compounds, 0.16% hits;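 active = inhibition above the mean of all tested compounds plus 3 SD, set per campaign, cut at about 14% in these data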;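 also: inhibitors block serine hydrolase probe labeling of LYPLA1 so polarization falls; 0% = enzyme with DMSO and 100% = wells lacking LYPLA1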
PAFAH1B3 FP inh – blocks human PAF acetylhydrolase 1B catalytic subunit 3; recombinant PAFAH1B3, FP-rhodamine probe, fluorescence polarization; 340,000 compounds, 0.28% hits; AID 492972; inhibition, % at 3.39 µM;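 active = inhibition above the screen-wide average of all tested compounds plus 3 SD, cut at about 25% in these data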;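 also: 0% = enzyme with DMSO only and 100% = wells lacking PAFAH1B3 protein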
Starred values were filed as active, the others as inactive; . = not tested or not shown.

SMILES | PREPL inhibitor | pPAFAH inh | PAFAH2 FP inh | LYPLA2 inh | PAD4 inh | PAFAH1B2 FP inh | GSTO1 counter | LYPLA1 counter | PAFAH1B3 FP inh
CCOC(=O)C1(Cc2ccccc2C)CCCN(Cc2ccc(NC(C)=O)cc2)C1 (configuration not stated) | -6 | 5 | 1 | 1 | -6 | 5 | -1 | 1 | 8
O=C(NCC1CCCO1)c1cc(S(=O)(=O)N2CCCC2)c(Cl)cc1Cl (configuration not stated) | 5 | 8 | 1 | -4 | -6 | 3 | 15 | -1 | 13
CCC(c1nnnn1Cc1ccc2c(c1)OCO2)N1CCN(c2ccc(OC)cc2)CC1 (configuration not stated) | -7 | -2 | 0 | -4 | -1 | 8 | 3 | -2 | 16
CCOC(=O)Cc1csc(NC(=O)C(C)(C)C)n1 | 8 | 0 | 13 | 6 | 4 | 3 | 3 | 0 | 2
O=C1/C(=C/c2ccc(O)cc2)CCc2ccc([N+](=O)[O-])cc21 | 6 | 2 | 8 | -1 | 2 | 6 | 6 | -3 | 19
CCOc1ccccc1NC(=O)NC1Cc2ccccc2C1 | -13 | 4 | -1 | 1 | 1 | 2 | -1 | 1 | 12
CC(C)(C)C(=O)CN1C2=NCCCN2c2ccccc21 | 10 | -3 | 0 | 1 | -3 | 4 | 3 | 1 | -2
Cc1ccc(-n2c(C)nnc2SCC(=O)NC2CCCC2)cc1 | 6 | 7 | -3 | -2 | -4 | 4 | 5 | 2 | 2
O=C(CC1S/C(=N/N=C2CCCCCC2)NC1=O)Nc1ccccc1C(F)(F)F (configuration not stated) | 11 | 1 | -3 | -8 | 1 | 4 | -3 | -1 | 1
N=C1C(c2nc(-c3ccc(Br)cc3)cs2)=C(O)CN1NC(=O)c1ccc([N+](=O)[O-])cc1 | 8 | 6 | 1 | 4 | 5 | 0 | 5 | -3 | 0
COc1cc(OC)cc(C(=O)NCC(=O)NCCN2C(=O)S/C(=C\c3ccccc3Cl)C2=O)c1 | -4 | -2 | -8 | -4 | 3 | 5 | . | -1 | 7
CCOCCCNc1nc2nc3ccc(C)cn3c(=O)c2cc1C(=O)NCC1CCCO1 (configuration not stated) | 20 | 1 | -6 | 3 | -1 | 2 | 11 | 2 | 1
COc1ccc(-c2noc(CN(C(=O)c3c(-c4ccccc4Cl)noc3C)C(C)C)n2)cc1 | 10 | -2 | -15 | -1 | 1 | -5 | 4 | -3 | -6
[O-][n+]1cccc(C(O)c2ccccc2)c1 (configuration not stated) | 17 | -5 | 1 | -1 | -1 | 3 | 3 | 0 | 6
CCOC(=O)C1(S(=O)(=O)c2ccc(Cl)cc2)CCN(Cc2ccc(Cl)cc2)CC1 | -45 | 1 | 2 | 4 | 0 | 6 | -1 | -1 | -2
Cc1ncc([N+](=O)[O-])n1CC(=O)Nc1ccccc1 | 1 | 9 | 3 | 32* | -6 | 0 | -1 | -1 | 2
CC1CCCCC1NC(=O)c1nn(C)c2c1CS(=O)(=O)c1ccccc1-2 (configuration not stated) | -6 | 5 | 4 | 19 | 3 | 4 | -2 | -1 | 8
CC(=O)c1c(C(=O)O)[nH]c(C(=O)O)c1C | -5 | 3 | 1 | -4 | 3 | 3 | 0 | 2 | 5
C=CCn1c(Sc2ncc([N+](=O)[O-])s2)n[nH]c1=O | 8 | -1 | -5 | 0 | 0 | 9 | 8 | -2 | 13
O=C(C(=O)N1CCN(c2ccccc2)CC1)c1c[nH]c2ccccc12 | -9 | -4 | 5 | -4 | -7 | 3 | -9 | 2 | 9
COc1ccccc1S(=O)(=O)Cc1ccc(C(=O)N2CCOCC2)o1 | 10 | 0 | -2 | 2 | 5 | 5 | -4 | 1 | -5
COc1ccc(OCc2nnc(SCC(=O)Nc3ccc(C)cc3)o2)cc1 | 11 | -1 | 2 | -7 | -2 | 4 | -1 | 3 | 7
O=C(NC1CCCCCC1)C1c2ccccc2C(=O)N1Cc1cccnc1 (configuration not stated) | 4 | 6 | -10 | 8 | 0 | -2 | 2 | 0 | 2
O=C(CN1CCN(C(=O)c2ccco2)CC1)Nc1ccc(Cl)c(S(=O)(=O)N2CCOCC2)c1 | 15 | 2 | -2 | 2 | 1 | 4 | -2 | 1 | -1
COc1ccc(S(=O)(=O)NCC(=O)N(CC(=O)NCC2CCCO2)Cc2ccccc2)cc1 (configuration not stated) | 2 | 1 | -7 | -4 | -2 | 0 | 5 | 3 | 3
Cc1ccc(C(=O)NC(C)c2ccccc2)cc1S(=O)(=O)N1CCOCC1 (configuration not stated) | -8 | 3 | 4 | 7 | -2 | 7 | 5 | 4 | 9
C#CCOCCOCCOCCNc1nc(N2CCN(C(=O)[C@H]([C@@H](C)O)n3cc(CCCCN)nn3)CC2)nc(N2CCN(C(=O)[C@H](C)n3cc(CCCN=C(N)N)nn3)CC2)n1 | 6 | 1 | -6 | 8 | 6 | -1 | 0 | 4 | 3
CCOc1ncccc1C(=O)N1CCN(C(=O)c2ccccc2)CC1 | -1 | 3 | 1 | 1 | -3 | 0 | 4 | 2 | 5
COc1cccc(/C=C2\SC(N3CCCC(C)C3)=NC2=O)c1OC (configuration not stated) | -4 | 12 | -1 | 1 | -7 | 8 | -1 | -1 | 1
O=S(=O)([N-]c1nc2ccccc2nc1-[n+]1ccccc1)c1ccc(F)cc1 | 4 | 0 | 3 | 4 | -3 | -3 | -3 | 0 | 0
Cc1onc(-c2cccc(Cl)c2Cl)c1C(=O)O/N=C(\N)c1ccc([N+](=O)[O-])o1 | 0 | 3 | -5 | 4 | -10 | 5 | 4 | -2 | 12
COC(c1ccccc1)c1nnc(CCC(=O)N2CCN(CCOc3ccccc3)CC2)o1 (configuration not stated) | 12 | -3 | -6 | -1 | -12 | -2 | -2 | -2 | 5
COc1ccc(S(=O)(=O)NCCSCc2ccco2)cc1OC | 22 | 7 | -1 | -4 | -3 | 0 | 1 | 0 | 3
COc1ccc(C(=O)NNC(=O)CNC(=O)C2CCCCC2)cc1 | 5 | -4 | 1 | 16 | 0 | -2 | 6 | 3 | 9
O=C(CSc1nnc(Nc2ccccc2)s1)NC1CC1 | 7 | -6 | 5 | -7 | -1 | 2 | . | -1 | 8
Cc1cc(C)nc(NC(=O)NC(=O)c2ccccc2)n1 | -12 | 7 | 3 | 5 | 0 | 3 | 4 | 0 | 6
COc1cccc(CNC(=O)C(=O)NCC(c2ccco2)N2CCOCC2)c1 (configuration not stated) | 10 | 4 | -3 | 0 | -3 | 5 | -4 | 1 | 8
COc1cc(C(=O)Oc2cc(C)[nH]c(=O)c2[N+](=O)[O-])cc(OC)c1OC | -4 | 4 | 3 | 8 | 1 | 5 | 6 | 1 | 10
CC(=O)CSc1ncnc2c1cnn2-c1ccccc1 | 12 | 3 | -6 | -2 | -1 | -3 | -8 | 2 | 7
COC(=O)CC1COc2ccccc2N1C(=O)c1cccc(C(F)(F)F)c1 (configuration not stated) | 5 | 1 | 5 | 2 | -5 | 1 | -3 | 2 | 1
CCc1ccc(N2CC(O)=C(c3nc4ccccc4c(=O)[nH]3)C2=N)cc1 | 5 | -2 | -1 | -4 | 6 | 7 | 1 | 0 | 5
CCC1CCCCN1C(=O)c1ccccc1OC1CCN(S(C)(=O)=O)CC1 (configuration not stated) | 1 | -1 | 3 | 5 | -2 | 6 | 4 | -1 | 3
Cc1ccc(S(=O)(=O)N2[C@@H](c3ccc(Br)cc3)C(C(=O)O)=CC[C@H]2c2ccc3c(c2)OCO3)cc1 | -5 | 7 | -2 | . | 0 | 72* | . | . | 7
CCOC(=O)Cc1csc(NC(=O)c2cc(C)c(C)s2)n1 | 1 | 3 | 0 | 2 | -5 | 1 | . | -5 | 6
S=C(NCc1ccccc1)N/N=C/c1cccs1 | -5 | 10 | -5 | 8 | -1 | 6 | 2 | 2 | -2
Nc1c(C(=O)NCc2ccco2)nnn1CC(=O)Nc1ccccc1 | 2 | -3 | -7 | -6 | 3 | 1 | 10 | -6 | 6
Fc1ccc(-n2cc(CNCCc3ccncc3)c(-c3ccccc3Cl)n2)cc1 | -37 | 6 | -4 | 6 | -6 | -6 | 2 | 0 | 2
Cc1nc2ccccn2c1C(=O)/C=C/c1cccc([N+](=O)[O-])c1 | 5 | -3 | 5 | 1 | 3 | 2 | 1 | 2 | 1
COC(=O)c1ccc(-n2nnnc2SC)cc1 | 8 | 6 | -4 | 4 | 3 | -1 | 2 | -4 | 1
Cc1ccnc(NC(=O)CNC(=O)c2ccccc2Br)c1 | -2 | 2 | -7 | -3 | 0 | 0 | 3 | 1 | 1
O=C(OCc1nnc(-c2ccc([N+](=O)[O-])cc2)o1)C1CCN(C(=O)c2ccc(F)cc2)CC1 | 13 | 6 | 6 | 7 | 0 | 2 | . | -3 | 11
O=c1oc2ccccc2c(O)c1/C=C1\C=Nc2ccccc21 | 20 | 1 | 16 | 2 | -5 | 8 | 20 | 1 | 6
N#Cc1nc(-c2ccco2)oc1N1CCN(c2ccccc2)CC1 | 39 | 4 | 3 | 26* | 1 | 10 | 0 | 6 | 6
COc1ccc2[nH]c3c(c2c1)CCN1C(=O)N([C@@H](C)C(=O)NCCc2ccc(F)cc2)C(=O)[C@]31C | 19 | -3 | -6 | 2 | -4 | 1 | 7 | -2 | 9
Cc1cnc(C(=O)OCC(=O)c2ccc(Br)s2)cn1 | -2 | -4 | 5 | -1 | 0 | -1 | 6 | -4 | 4
CN(C)c1ccc(-c2noc(C3CCN(S(=O)(=O)c4cccc(Cl)c4)CC3)n2)cc1 | -1 | -1 | 4 | 4 | 0 | 2 | -5 | 1 | 9
CCOC(=O)c1cnn(-c2ccccc2)c1NC(=O)c1cccs1 | 12 | 3 | 0 | -1 | 3 | -1 | 2 | 0 | 4
Cc1sc(NC(=O)CSc2nnc3scc(-c4ccccc4)n23)c(C#N)c1C | -4 | -4 | -3 | 2 | -5 | 7 | -1 | 0 | 5
Cc1ccc(NC(=O)C(CC(=O)O)C2CCCO2)c(C)c1 (configuration not stated) | -1 | -1 | 6 | -3 | 6 | 6 | -5 | -4 | 11
COc1cc(N=Nc2c(C)n(C)n(-c3ccccc3)c2=O)ccc1N | 13 | 3 | 7 | 0 | -3 | 0 | 6 | 0 | -1

Molecules listed so far containing a CF3 group (2):
SMILES | PREPL inhibitor | pPAFAH inh | PAFAH2 FP inh | LYPLA2 inh | PAD4 inh | PAFAH1B2 FP inh | GSTO1 counter | LYPLA1 counter | PAFAH1B3 FP inh
O=C(CC1S/C(=N/N=C2CCCCCC2)NC1=O)Nc1ccccc1C(F)(F)F (configuration not stated) | 11 | 1 | -3 | -8 | 1 | 4 | -3 | -1 | 1
COC(=O)CC1COc2ccccc2N1C(=O)c1cccc(C(F)(F)F)c1 (configuration not stated) | 5 | 1 | 5 | 2 | -5 | 1 | -3 | 2 | 1

The list goes on:
SMILES | PREPL inhibitor | pPAFAH inh | PAFAH2 FP inh | LYPLA2 inh | PAD4 inh | PAFAH1B2 FP inh | GSTO1 counter | LYPLA1 counter | PAFAH1B3 FP inh
O=C(O)c1cc2c(cc1Cl)N1CCCCCC1=NS2(=O)=O | -1 | 0 | 4 | -5 | 3 | 6 | 2 | -4 | 0
COc1ccc(-c2ncncc2-c2ccc(Cl)cc2)c(O)c1 | 5 | -3 | 3 | -1 | 0 | 5 | -2 | 1 | 0
COc1cc(CNCc2cccnc2)ccc1OCc1ccccc1 | -2 | -4 | 2 | 2 | -16 | 1 | 5 | -5 | 6
CC(=O)C1=C(O)C(=O)N(Cc2cccnc2)C1c1ccc(C(C)C)cc1 (configuration not stated) | -1 | 2 | 2 | 1 | 0 | 10 | 4 | -1 | 14
COc1nc(NCCN2CCOCC2)nc(Nc2ccc([N+](=O)[O-])cc2)n1 | 47* | 1 | 4 | -8 | -5 | 2 | -11 | 0 | -4

The list is partial; count on the stated rates, not on these rows.
